# High-throughput results: PubChem BioAssay, several laboratories
# CHRM1 PAM – positive allosteric modulators of human M1 muscarinic receptor | activation, % at 3 µM | CHO-K1 hM1, Fluo-8 calcium fluorescence, ACh EC20; 0% = ACh EC20, 100% = maximal ACh | 360,000 compounds, 0.088% hits | P11229; in the data active = activation above about 19%, passing the limit was not always enough
# Target sequence (P11229 whole entry, looked up): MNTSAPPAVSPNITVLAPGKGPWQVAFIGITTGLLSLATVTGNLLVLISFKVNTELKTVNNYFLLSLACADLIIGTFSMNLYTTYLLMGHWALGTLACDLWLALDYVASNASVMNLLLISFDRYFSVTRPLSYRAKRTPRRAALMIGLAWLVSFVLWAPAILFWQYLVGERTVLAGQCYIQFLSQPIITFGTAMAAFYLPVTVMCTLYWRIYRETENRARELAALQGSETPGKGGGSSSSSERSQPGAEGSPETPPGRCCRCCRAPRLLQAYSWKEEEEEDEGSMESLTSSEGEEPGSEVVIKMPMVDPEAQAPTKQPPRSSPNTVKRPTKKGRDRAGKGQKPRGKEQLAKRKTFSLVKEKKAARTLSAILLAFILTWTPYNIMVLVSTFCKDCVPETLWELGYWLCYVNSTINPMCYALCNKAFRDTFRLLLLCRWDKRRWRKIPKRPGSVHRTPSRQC
# CHRM5 agonist – agonists of human muscarinic M5 receptor (CHRM5) | activation, % at 3 µM | 360,000 compounds, 0.19% hits | CHO-K1 hM5 cells, Fluo-8 calcium fluorescence; 0% DMSO wells, 100% maximal acetylcholine response | AID 624037;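 active = activation above the run's mean over test compounds plus 3 SD, cut at about 23% in these data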;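 note: signal is peak over basal fluorescence ratio across the kinetic read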
# CHRM5 PAM – potentiates acetylcholine response at human M5 receptor | P08912 | CHO-K1 hM5, Fluo-8 calcium, ACh EC20 PAM; 0% = ACh EC20, 100% = ACh EC100 | activation, % at 3 µM | 360,000 compounds, 0.3% hits | AID 624038;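 active = activation above the run cutoff, the mean activation of all test compounds plus 3 SD, cut at about 18% in these data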
#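 Assay system: CHO-K1 hM5 cells / Incubation: Fluo-8 loading 80 min at 37 °C plus 30 min room temperature / Technique: Fluo-8 calcium dye fluorescence, kinetic read / Repeats: single replicate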
# M5 antag – antagonists of human muscarinic M5 receptor (CHRM5); P08912; CHO-hM5 cells, Fluo-8 calcium fluorescence, ACh EC80; inhibition, % at 3 µM; 360,000 compounds, 0.59% hits; AID 624040;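 active = inhibition above a per-plate cutoff, the mean of that plate's test compounds plus 3 SD, cut at about 27% in these data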;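 note: 0% = acetylcholine EC80 with DMSO and 100% = DMSO without agonist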
# CHRM4 antagonist – antagonists of human muscarinic M4 receptor (CHRM4). 360,000 compounds, 0.73% hits. CHO-hM4 cells, ACh EC80, Fluo-8 calcium fluorescence. inhibition, % at 3 µM. P08173;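 active = inhibition above its plate's cutoff, the mean inhibition of sample wells plus 3 SD, cut at about 27% in these data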;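 note: 0% = acetylcholine EC80 with DMSO and 100% = DMSO without agonist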
# Target sequence (P08173 whole entry, looked up): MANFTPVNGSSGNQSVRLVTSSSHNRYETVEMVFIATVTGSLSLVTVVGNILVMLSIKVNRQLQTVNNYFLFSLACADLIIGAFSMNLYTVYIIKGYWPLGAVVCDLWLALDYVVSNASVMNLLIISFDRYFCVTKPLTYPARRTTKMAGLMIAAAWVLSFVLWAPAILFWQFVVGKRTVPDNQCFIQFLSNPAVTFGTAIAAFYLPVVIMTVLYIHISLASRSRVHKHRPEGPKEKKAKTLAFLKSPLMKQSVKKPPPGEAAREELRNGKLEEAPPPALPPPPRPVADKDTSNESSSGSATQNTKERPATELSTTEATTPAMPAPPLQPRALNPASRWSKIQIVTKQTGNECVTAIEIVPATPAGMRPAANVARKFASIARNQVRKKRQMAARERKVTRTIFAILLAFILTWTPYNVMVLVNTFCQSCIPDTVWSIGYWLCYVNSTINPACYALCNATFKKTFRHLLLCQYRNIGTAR
# CRFBP-R2 agonist – CRF-BP/CRF-R2 complex agonism | HEK293 CRF-R2/CRF-BP, calcium dye fluorescence (FLIPR); percent of saturating CRF peptide response | activation, % at 13.2 µM | 350,000 compounds, 0.46% hits;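 active = activation of at least 50%, plus an integration ratio under a set limit after plate pattern correction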;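 note: plate controls were neutral control wells without compound for no effect and CRF at EC100 for full effect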
# M4 PAM – positive allosteric modulators of human muscarinic M4 receptor; P08173; CHO-K1 hM4/Gqi5, Fluo-8 calcium fluorescence, ACh EC20; 0% = ACh EC20, 100% = maximal ACh; activation, % at 3 µM; 360,000 compounds, 0.4% hits; AID 624126;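 active = activation above its plate's cutoff, the mean activation of sample wells plus 3 SD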; note: some results filed as inactive read as strong as hits
# CRFBP-R2 block – CRF-BP/CRF-R2 complex antagonism; HEK293 CRF-R2/CRF-BP, CRF-induced calcium fluorescence; 350,000 compounds, 0.59% hits; inhibition, % at 11.8 µM;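 active = inhibition of the ligand-induced calcium signal above about 50% at the single tested concentration, limit read from the data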
# CHRM4 agonist – CHRM4 agonism in calcium assay. P08173. CHO-K1 hM4/Gqi5, Fluo-8 calcium fluorescence; vehicle 0%, full acetylcholine response 100%. activation, % at 3 µM. 360,000 compounds, 0.14% hits;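 active = activation above the run mean over all test wells plus 3 SD, cut at about 32% in these data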;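 note: peak over basal fluorescence ratio per well then scaled between controls; 0% = DMSO wells and 100% = acetylcholine at EC100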
# * hit, by the source's call; / = no result given. Compounds as they come; any-hit rate near 2.6%.
SMILES,CHRM1 PAM,CHRM5 agonist,CHRM5 PAM,M5 antag,CHRM4 antagonist,CRFBP-R2 agonist,M4 PAM,CRFBP-R2 block,CHRM4 agonist
COC(=O)c1c(C)[nH]c(O)c1C=Nc1ccc(C#N)cc1,5,1,0,-1,-2,2.2,6,-14,1
CCOC(=O)C1=C(O)/C(=C/c2ccc(OCC(=O)O)c(OC)c2)SC1=Nc1ccc(OCC)cc1,-1,1,-4,9,7,-0.9,3,14,0
C=CCn1c(SCC(=O)NC2CCCc3ccccc32)nnc1-c1ccncc1 (stereo not drawn),8,-1,-5,6,-5,0.6,5,4,1
Cc1cc2c3c(c1)C1(SCC(=O)N1c1ccc(F)cc1)C(=O)N3C(C)(C)CC2C (stereo not drawn),-1,10,9,-1,-2,15,10,-130,6
Cc1cc(NC(=O)COC(=O)CNS(=O)(=O)c2ccc(C)c(C)c2)no1,6,-4,1,9,-12,-1.8,0,19,1
COc1ccccc1NC(=O)C(C)OC(=O)CCNS(=O)(=O)c1cccc(C(F)(F)F)c1 (stereo not drawn),3,0,3,3,1,0.1,-2,5,1
Cc1ccc(NC(=O)COC(=O)c2ccccc2Nc2ccccc2)cc1,4,-1,-1,12,-1,-0.2,5,0,0
COc1ccc(CCNC(=O)CSc2nnc(-c3ccccc3)c3ccccc23)cc1OC,11,-1,1,-13,-13,-4.1,11,2,-1
Cc1ccnc(NC(=O)COc2ccccc2[N+](=O)[O-])c1,-9,-4,3,-3,2,/,16,/,1
CN(CCO)C(=O)c1c(NC(=O)c2ccccc2)sc2c1CCCC2,7,-3,-7,21,0,-2.8,-4,21,1
O=C(NCCc1ccccn1)c1cccnc1Oc1ccc(Cl)cc1,-1,5,8,-13,3,-1.9,-1,-14,0
CC(C)(C)c1ccc(OC(=O)CN2C(=O)C3C4CCC(C4)C3C2=O)cc1 (stereo not drawn),-9,5,4,-11,-10,1.8,-3,-69,5
CC(C)n1cc(/C=C2\NC(=O)N(c3cccc(Cl)c3)C2=O)c2ccccc21,-1,-3,-1,-1,4,-0.7,3,-11,-1
CCOC(=O)C1(C)NC(c2cccs2)C2C(=O)N(c3ccc(C)cc3)C(=O)C21 (stereo not drawn),7,-6,-5,10,4,-2.6,1,-3,0
OCCc1ccc(O)cc1,3,1,-3,-4,-9,-0.5,1,0,0
COc1ccc(OC)c(NC(=O)CCCNC(=O)Cn2cnc3sc(C)c(C)c3c2=O)c1,1,-1,4,4,-10,-1.9,-4,-22,0
CC(=O)N(CCc1ccccc1C)Cc1cc2ccc(C)cc2[nH]c1=O,11,9,-14,11,-8,10,-12,-20,29
O=C(COC(=O)CCC(=O)c1ccccc1)Nc1nnc(-c2ccccc2)o1,9,-4,-3,5,-1,-2.1,2,6,0
CC(=O)c1ccc(OC(C)c2nc3ccccc3s2)cc1 (stereo not drawn),-2,-4,-4,8,21,0.0,-9,7,-1
O=C(O)C1CC(O)CN1C(=S)Nc1ccccc1 (stereo not drawn),10,3,3,0,5,-0.7,-2,3,1
O=C(CCc1nnc(COc2ccccc2)o1)NCc1ccccc1C(F)(F)F,2,1,4,1,-2,-2.0,-8,1,0
COc1ccccc1CNC(=O)C1CCCN(S(=O)(=O)c2cccc3nsnc23)C1 (stereo not drawn),1,-1,-2,6,-11,-3.1,-7,-6,6
CN(Cc1nc(-c2ccccc2)no1)C1CCOCC1,5,-1,0,2,0,4.8,4,-4,1
Cc1ccccc1C(c1ccccc1Cl)N(C)C (stereo not drawn),3,2,2,12,12,-2.1,-3,3,0
Cn1c(=O)oc2cc(S(=O)(=O)N3CCC(C(=O)Nc4ccc(OC(F)(F)F)cc4)CC3)ccc21,3,2,1,6,-3,1.4,-2,2,4
Cc1oc(-c2cc(F)ccc2F)nc1CN1CCN(c2cnccn2)CC1,3,5,-3,7,5,-2.2,-5,8,2
COC(=O)c1ccccc1S(=O)(=O)N1CCC(C(=O)OC(C)C(=O)Nc2ccccc2OC)CC1 (stereo not drawn),4,17,-21,0,-22,1.9,0,-15,18
S=c1[nH]cc(-c2ccc(Cl)cc2)n1-c1ccccc1,2,-2,3,-5,1,-0.1,-2,-29,0
Cc1c(C(=O)O)sc(=S)n1CCOc1ccccc1,11,1,0,9,3,-0.1,-2,18,0
CC(=O)N1CCN(C(=O)c2cc(S(=O)(=O)N3CCN(c4ccccc4)CC3)ccc2Cl)CC1,3,-2,0,5,-14,0.7,6,-5,5
O=C1C2CCCCN2C(=O)N1CCCN1CCN(c2cccc(C(F)(F)F)c2)CC1 (stereo not drawn),7,-5,-4,6,0,0.1,1,1,1
CCOC(=O)c1cn(-c2nc(-c3ccc(Cl)c(Cl)c3)cs2)c2c(F)c(N3CCOCC3)c(F)cc2c1=O,6,-8,4,0,4,5.8,2,-29,1
COc1ccc(C(=O)Nc2nnc(Cc3ccccc3)s2)c(OC)c1,-1,-2,12,10,2,-1.3,-1,-7,0
CCC(C(=O)N1CCN(Cc2ccc3c(c2)OCO3)CC1)n1c(=O)[nH]c2ccccc2c1=O (stereo not drawn),-3,-3,4,-7,-22,1.2,2,-20,0
Cc1ccc(OC(=O)c2cc3ccccc3o2)cc1,8,4,0,4,4,4.0,2,0,0
COc1ccccc1/C=N\Nc1cc(C)nc(-n2nc(C)cc2C)n1,10,-5,6,-4,4,-1.2,0,-17,0
O=C(CCNC(=O)c1ccc([N+](=O)[O-])cc1)NC1CCCCCC1,3,0,6,-1,-15,-1.6,8,7,1
CC(=O)c1cccc(NC(=O)c2ccccc2N(C)S(=O)(=O)c2ccc(C)cc2)c1,0,-8,-5,5,-5,0.7,-5,3,6
Oc1ccc(N=Nc2nccs2)c(O)c1,1,4,-7,4,-2,-0.7,-3,7,5
COc1cc(/C=C2\SC(=O)NC2=O)ccc1Oc1ccc([N+](=O)[O-])cc1[N+](=O)[O-],1,0,-9,-1,4,-1.3,-7,7,1
C#CCn1c(=NC(=O)c2cc(Cl)sc2Cl)sc2cc(S(N)(=O)=O)ccc21,12,2,-1,-2,0,8.0,1,6,3
CCn1c2c(c(=N)c3c1CCC3)CCC2,3,-4,-11,32*,-3,-1.0,-2,-15,1
O=C(Nc1ccc2c(c1)OCO2)C1CCN(Cc2cc3c(cc2O)OCO3)CC1,15,2,3,-1,-2,5.3,1,-12,2
CCOC(=O)C1CCN(C(=O)CCNC(=O)c2cc(OC)c(OC)c(OC)c2)CC1,10,4,0,-7,8,36,1,-49,0
Cc1[nH]n(CCC#N)c(=O)c1CC(=O)N1CCN(c2ccccc2)CC1,3,3,-1,-2,9,1.3,-9,60*,0
c1ccc(Nc2nnc(-c3cccc4ccccc34)o2)cc1,3,-2,-12,11,-9,-0.4,0,-4,0
CCc1ccc(-c2nc(NC(=S)NC(=O)c3cccs3)sc2C)cc1,3,0,-1,-3,2,0.1,6,2,1
CC(C)c1ccc(-n2nnnc2SCc2nc(N)nc(N)n2)cc1,1,6,-3,14,1,/,-3,/,5
COc1ccc2cc(CCNS(=O)(=O)c3ccc(NC(C)=O)cc3)c(=O)[nH]c2c1,2,-2,-4,18,-11,0.3,-3,12,1
CN(C)S(=O)(=O)N1CCC(Oc2cccc(C(=O)NCCCC3CCCC3)c2)CC1,-14,0,-18,17,-28,13,-13,10,/
# Next records.
SMILES,CHRM1 PAM,CHRM5 agonist,CHRM5 PAM,M5 antag,CHRM4 antagonist,CRFBP-R2 agonist,M4 PAM,CRFBP-R2 block,CHRM4 agonist
O=C(COC(=O)/C=C/c1ccc(Br)o1)NCCCN1CCCC1=O,5,2,4,0,-2,-0.7,-2,-20,1
CCOc1cc(C(C(=O)NCC2CCCO2)N(C(=O)Cn2nnc3ccccc32)c2cccc(OC)c2)ccc1O (stereo not drawn),9,-1,19*,32*,16,3.5,45*,2,15
O=C(Nc1ccc(N2CCN(Cc3ccccc3)CC2)cc1)c1ccccc1[N+](=O)[O-],-5,-7,-8,8,0,-0.1,-15,8,3
COCc1cc(=O)[nH]c(/N=C(\N)Nc2ccc(Oc3ccccc3)cc2)n1,8,-4,2,1,6,-0.4,17,-2,2
COc1ccc(N/C=C(\C#N)c2ccc(OCCCF)cc2)cc1,-5,-8,-8,-3,8,-0.2,-7,-5,0
CC(=O)NNC(=O)c1cc2sccc2s1,7,2,-1,5,-16,3.5,2,-2,0
O=C(O)CC1=C(Nc2ccccc2)C(=O)N(c2ccccc2)C1c1ccc(F)cc1 (stereo not drawn),11,-2,6,-5,-6,-0.8,-5,5,0
CSc1ccc(C(O)c2ncc(-c3ccc(F)cc3)[nH]2)cc1 (stereo not drawn),10,3,-5,3,-8,/,5,/,2
CCOC(=O)N1CCC(NC(=O)C2=CCN(S(=O)(=O)c3ccc(F)cc3)CC2)CC1,9,-1,4,3,-1,-2.9,13,-5,2
COc1ccc(NC(=O)C(Cc2ccccc2)n2cccc2)cc1OC (stereo not drawn),5,-6,1,5,-2,0.4,1,7,2
CNc1ccc(SC#N)cc1,9,-2,11,-2,-34,-2.2,11,5,2
COC(Cn1c(C)c(C(C)=O)c(C(C)=O)c1C)OC,12,3,2,-3,-18,-1.5,2,15,1
CCOc1cc(C(=O)NC(C)Cc2cccs2)cc(OCC)c1OCC (stereo not drawn),6,-4,2,-13,-11,0.0,0,10,0
O=C(NC1(Cc2ccc(O)cc2)CCCCC1)c1ccccc1,15,3,8,1,-16,-2.9,-3,11,2
O=C(Nc1ccc(N2CCCCCC2)cc1)c1cccc(S(=O)(=O)N2CCOCC2)c1,-18,4,-12,11,2,2.0,-8,-11,11
C#CC[N+](C)(C)CCCCCCCCCCCC,-26,-8,-19,21,53*,-0.5,-15,9,0
CCCCNC(=O)C1(C)CCN1C(=O)c1c(F)ccc(C)c1F (stereo not drawn),4,1,-2,6,-1,/,-4,/,0
NC(=O)C[n+]1cccc(C(N)=O)c1,9,-2,-5,11,2,25,2,26,0
Cc1ccc(C=NCc2ccncc2)c(O)c1,-1,2,-1,1,4,1.4,13,-14,1
O/N=C/c1ccc2cccc(OCc3ccccc3)c2n1,15,-1,4,5,-7,-4.4,-5,-18,3
Cc1cc(C(F)F)n2nc(C(=O)Nc3sc4c(c3C#N)CCC4)nc2n1,17,2,6,-12,-7,-2.6,22,-6,-1
CCCCc1nc2sc3c(=O)n(N)cnc3c2c2c1CCCC2,5,-3,6,-6,2,0.3,-6,-13,1
Cc1ccc(C(=O)NNC(=O)C2CCN(Cc3ccc(Cl)c(Cl)c3)CC2)cc1,-1,-4,-5,-21,-7,-2.3,-5,1,0
